# PglD DTNB: blocks C. jejuni PglD acetyltransferase activity; purified PglD enzyme, DTNB colorimetric CoA detection; AID 602405; inhibition, % at 12.5 µM; 0.098% of 360,000 active; in the data active = inhibition above about 16%, passing the limit was not always enough; also: strong numbers were not always called active
# INS-1E GSIS act: primary screen for activators of insulin secretion dependent on glucose, INS-1E cells, GLuc reporter luminescence; INS-1E GLuc reporter insulin secretion, 2-3 h; activation, % at 16.6 µM; 0.61% of 370,000 active; AID 743287;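 active = lowest replicate activation of at least 40%, so every replicate reaches that level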;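 also: 0% = median of neutral control wells and 100% = median of IBMX positive control wells; some compounds called inactive have numbers as strong as hits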
# Cneo AK release: causes C. neoformans cell lysis | lysis activity, % at 15 µM | 0.2% of 360,000 active | adenylate kinase release luminescence, 4 h; normalised: neutral wells 0, clomiphene wells 100;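 active = mean lysis activity across replicates of at least 80%, whatever share of replicates individually reach that level; inactive = mean lysis activity below 80%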
#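 Material – Cryptococcus neoformans yeast cells · Quantity – 5 × 10^6 yeast cells/mL · Buffer or medium – YPD medium · Compound – single dose · Timing – 4 h static compound exposure, 37 °C, read 1 h post-reagent · Signal – adenylate kinase release luminescence · Read-out basis – lysis from increased AK signal · Benchmarks – Clomiphene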
# PAX8 inh HTS: PAX8 transcriptional activity inhibition. RMG-I TPO-luciferase reporter, SteadyGlo, 24 h. inhibition, % at 12.6 µM. 1.2% of 360,000 active. AID 652154;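 active = mean replicate inhibition at least 60% with every replicate also reaching 60%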;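 also: luciferase light reporting Pax8 driven TPO promoter activity; plate controls were median of neutral control wells for no effect and mitoxantrone controls for full effect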
# Statin myotox sup: protects C2C12 myotubes from simvastatin toxicity. ATP luminescence, 48 h; scaled: DMSO 0, geranylgeraniol control 100. rescue of ATP level, % at 7.49 µM. 0.78% of 330,000 active. AID 602340;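 active = mean ATP rescue above about 67%, or every replicate alone reaching that limit, limit read from the data, passing the limit was not always enough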;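 also: myotubes were challenged with 10 µM simvastatin during compound exposure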
# LGR2 inh: Drosophila LGR2 receptor signaling inhibition | HEK293 LGR2, CRE-luciferase, bursicon-stimulated, 4 h | inhibition, % at 9.99 µM | 0.35% of 380,000 active;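 active = drop in luminescence signal, shown as inhibition above about 50% in the replicate tests, limit read from the data, passing the limit was not always enough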;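 also: agonist challenge used bursicon conditioned medium at about half maximal strength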
# PGC1a acetyl inh: PGC1a acetylation modulation, inhibitor mode; U2OS PGC1a acetylation, AlphaScreen anti-acetyl-lysine; with virally co-expressed GCN5 acetyltransferase; inhibition, % at 15.6 µM; 0.17% of 350,000 active; AID 651687;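 active = every replicate shows inhibition of at least 40%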;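 also: 0% = neutral control wells and 100% = positive control wells; some results beyond the cut were filed as inactive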
# ARNT TACC3 PPI: disrupts binding between human ARNT and TACC3 | Q9Y6A5 | AlphaScreen His-ARNT PAS-B/GST-TACC3 binding, luminescence; TACC3 fragment carries E629A point mutation | inhibition, % at 9.99 µM | 0.66% of 390,000 active;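 active = mean inhibition of replicates at least 50% and at least half of replicates each reaching 50%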;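 also: 0% = complete ARNT plus TACC3 wells and 100% = ARNT alone without TACC3; many hits fall short of the cut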
# Starred values were filed as active, the others as inactive; . = not tested or not shown; & = joins results of further samples.
SMILES,PglD DTNB,INS-1E GSIS act,Cneo AK release,PAX8 inh HTS,Statin myotox sup,LGR2 inh,PGC1a acetyl inh,ARNT TACC3 PPI
CCC(=O)N1CC(=O)N2[C@@H](CO)[C@H](c3ccc(C#Cc4cccc(OC)c4)cc3)[C@@H]2C1,.,4,.,-27,.,7,-16,.
COc1cccc(N2CCN(C(=O)CN3C(=O)NC(C)(c4ccc5ccccc5c4)C3=O)CC2)c1 (stereo not drawn),-3,-50,1,40,-5,7,6,-2
CCN(CC)C(=O)CSc1nc2ccccc2c(=O)n1CCC(=O)N1CCN(c2ccccc2)CC1,.,3,.,6,.,3,3,28
Cn1c(=O)c2c(nc(N/N=C/c3ccco3)n2C)n(C)c1=O,-5,-8,-5,2,-6,6,10,36
COc1ccc(N2CCN(C(=O)COc3cccc4ccccc34)CC2)cc1,-1,.,4,.,13,.,3,11
CCOc1ccc(N(CC(=O)NCc2ccc(OC)cc2)S(=O)(=O)c2c(C)noc2C)cc1,3,.,-1,.,8,.,-2,-16
CC(C)(C)[C@H]1COC(=O)[C@@H](Cc2ccc(F)cc2)CC/C=C/C[C@@H](CC(=O)N[C@H](CO)Cc2ccccc2)C(=O)N1,-2,.,3,15,3,-12,-6,-7
NC(=O)CC(NC(=O)Cc1cccc2ccccc12)c1ccc(NC2CCN(Cc3ccccc3)CC2)c([N+](=O)[O-])c1 (stereo not drawn),5,2,-1,-20,-22,-9,6,-3
COc1ccc(CNc2nc(NC(C)=O)nn2-c2ccccc2)cc1,-5,26,1,22,5,-16,11,-1
Cc1[nH]n(S(=O)(=O)c2ccccc2)c(=O)c1N=Nc1cccc(Cl)c1,7,.,1,13,-4,22,8,-3
Cc1sc2ncnc(SCc3ccco3)c2c1C,6,.,-3,.,14,.,.,1
CCc1ccccc1NS(=O)(=O)c1ccc2[nH]cc(C(=O)NC3CCCC3)c(=O)c2c1,.,-38,.,20,.,-3,.,14
COc1ccc(CNC(=O)CN(C(=O)c2csnn2)c2ccc(C(C)=O)cc2)cc1,1,8,0,-32,27,-24,.,-6
Cc1cc(C(=O)Nc2cccc3c2O[C@H](CN(C)C(=O)NC2CCCCC2)[C@H](C)CN([C@@H](C)CO)C3=O)n(C)n1,-3,6,8,0,12,-14,6,31
COCC(=O)Nc1ccc2c(c1)C(=O)N(C)C[C@@H](OC)[C@H](C)CN(Cc1ccccc1)[C@@H](C)CO2,4,-19,112*,.,12,20,1,15
C[C@H](CO)N1C[C@H](C)[C@H](CN(C)C(=O)c2ccc(F)cc2)Oc2ncc(C#CC3CC3)cc2C1=O,2,18,-7,.,-3,9,1,-5
CCCCCn1c(=O)[nH]c2cc(C(=O)NCCc3ccc(OC)c(OC)c3)ccc2c1=O,-3,.,2,22,3,.,5,-1
COc1cccc(CNC(=O)C[C@H]2CC[C@H]3[C@H](COc4ccc(NS(=O)(=O)c5ccccc5F)cc4C(=O)N3C)O2)c1,-1,-14,4,18,-12,-6,4,2
NC(=O)CSc1nnnn1-c1ccc(OC(F)(F)F)cc1,6,.,19,13,8,.,-1,-1
C[C@]12CCC(=O)C=C1CC[C@@H]1[C@@H]2[C@@H](O)C[C@@]2(C)[C@H]1CC[C@]2(O)C(=O)COC(=O)CCC(=O)O,-2&-4,.,-2&1,8,3&7,19,8&-13,2&-2
O=C(C[C@@H]1C=C[C@@H](NC(=O)Nc2cc(F)ccc2F)[C@H](CO)O1)NCc1ccccn1,1,7,6,7,1,-21,1,5
Cc1cccnc1CCNCc1c(C(=O)N2C[C@@H](C)O[C@@H](C)C2)nc2ccc(Cl)cn12,-10,-2,1,15,-3,-3,.,.
CN(C)c1ccc2c(c1)[C@@H]1C[C@@H](CC(=O)NC3CCCC3)O[C@H](CO)[C@@H]1O2,1,-8,2,4,-6,3,-5,7
Cc1ccc(C(=O)N2CCC(n3nccc3NC(=O)Nc3cccc(F)c3)CC2)cn1,2,-7,4,-1,14,-4,-4,-4
COc1ccc(Cl)cc1NC(=O)CN(C)C1CCCCC1,-1,.,-11,-1,-29,.,10,.
CNc1ccccc1C(=O)OC,1,2,6,.,-6,-24,2,-2
Cc1ccc(S(=O)(=O)CCC(=O)OCC(=O)N(Cc2ccccc2)C(C)C)cc1,1,3,1,2,-8,-2,.,-5
CN(C)c1ccc(/C=N/NC(=O)c2cc(=O)[nH]c3ccccc23)cc1,.,14,.,9,-14,2,6,.
COc1cc(/C=C2\C(=O)N(CCC#N)N=C2C)ccc1OCC(=O)Nc1ccccc1,0,-26,-3,-124,.,-18,2,7
N#Cc1ccc(NC2c3ccccc3CC2O)cc1 (stereo not drawn),2,-17,-1,.,-2,17,-1,-6
O=C(Cc1cccc(NC(=O)C2CCN(C(=O)CCc3ccccc3)CC2)c1)Nc1cccc(C(=O)N2CCCC2)c1,-4,7,2,-6,19,18,-15,-6
COCCNC(=O)CSC1=N/C(=C/c2ccc(Cl)c(Cl)c2)C(=O)N1c1ccccc1F,.,-18,.,1,.,4,.,-7
COc1ccc(NC(=O)Nc2cccc3c2O[C@@H](CN(C)S(=O)(=O)c2cccs2)[C@@H](C)CN([C@@H](C)CO)C3=O)cc1,-1,-5,-10,.,.,-8,-4,4
CC1=NOC(=O)/C1=C/c1ccc2c(c1)OCO2,.,-4,.,9,.,5,.,0
Cc1ccccc1-n1c(O)cc(=O)[nH]c1=S,.,-9,.,16,.,30,.,0
CC(=O)Nc1ccc2cc3ccc(NC(C)=O)cc3nc2c1,2,8,-1,-79,9,-62,3,13
Clc1ccc(CNCC2CCCO2)cc1 (stereo not drawn),0,-1,0,1,-6,0,.,5
C[C@@H]1CCCCO[C@@H](CN(C)S(=O)(=O)c2cccs2)[C@@H](C)CN([C@@H](C)CO)C(=O)c2cc(NC(=O)C3CCCCC3)ccc2O1,1,1,1,.,.,9,3,2
O=C(C[C@H]1C=C[C@@H](NS(=O)(=O)c2ccc(F)cc2)[C@@H](CO)O1)NC1CCC1,-5,17,48,1,5,10,8,-3
C[C@@H]1CN([C@@H](C)CO)C(=O)c2cc(NC(=O)C3CC3)ccc2O[C@H]1CN(C)S(=O)(=O)c1cccs1,-1,12,1,16,-22,5,-10,-6

# Next part; it opens with the four that closed the last part.
SMILES,PglD DTNB,INS-1E GSIS act,Cneo AK release,PAX8 inh HTS,Statin myotox sup,LGR2 inh,PGC1a acetyl inh,ARNT TACC3 PPI
Clc1ccc(CNCC2CCCO2)cc1 (stereo not drawn),0,-1,0,1,-6,0,.,5
C[C@@H]1CCCCO[C@@H](CN(C)S(=O)(=O)c2cccs2)[C@@H](C)CN([C@@H](C)CO)C(=O)c2cc(NC(=O)C3CCCCC3)ccc2O1,1,1,1,.,.,9,3,2
O=C(C[C@H]1C=C[C@@H](NS(=O)(=O)c2ccc(F)cc2)[C@@H](CO)O1)NC1CCC1,-5,17,48,1,5,10,8,-3
C[C@@H]1CN([C@@H](C)CO)C(=O)c2cc(NC(=O)C3CC3)ccc2O[C@H]1CN(C)S(=O)(=O)c1cccs1,-1,12,1,16,-22,5,-10,-6
Brc1ccccc1OCCCn1cnc2ccccc21,1,.,0,-251,-1,.,-2,-7
CN1CCN(C(=O)C[C@H]2CC[C@H]3[C@@H](COC[C@@H](O)CN3Cc3ccc4c(c3)OCO4)O2)CC1,-3,13,-4,-3,8,4,0,5
O=C(CCCOc1ccccc1)NNC(=O)c1ccncc1,-3,4,0,-18,3,-6,3,-8
O=P(c1ccc2c(c1)OCCO2)(N1CCOCC1)N1CCOCC1,16,.,-1,.,-6,.,-6,-21
C[C@H]1CN([C@@H](C)CO)C(=O)c2cc(NC(=O)NC3CCCCC3)ccc2O[C@H]1CN(C)C(=O)Nc1ccc2c(c1)OCO2,0,-12,19,8,4,-14,-8,-6
COc1cc(C2C(C#N)=C(N)Oc3n[nH]c(-c4cccnc4)c32)ccc1OCC(N)=O (stereo not drawn),.,13,.,-19,-4,4,12,1
CC(Nc1ccccc1)c1ccncc1 (stereo not drawn),.,-1,.,11,.,4,-7,16
COc1cc(Cl)ccc1OCc1cc(C(=O)NC(C)Cc2cnccn2)no1 (stereo not drawn),-1,12,-1,-186,0,-67,.,1
O=S(=O)(Nc1ncccn1)c1ccc(Nc2ncnc3ccccc23)cc1,2,.,-4,.,19,.,7,1
CS(=O)(=O)N(CC(=O)N1CCN(Cc2ccccc2)CC1)c1cccc([N+](=O)[O-])c1,-3,.,8,5,1,6,7,-1
CC(=O)COc1ccc2c(-c3ccccc3)cc(=O)oc2c1,5,17,-6,.,.,-4,2,.
CS(C)(=O)=NS(=O)(=O)c1ccc(Cl)cc1,-4,.,1,0,1,.,-2,24
C[C@H](CO)N1C[C@H](C)[C@H](CN(C)C(=O)c2ccc(F)cc2)Oc2ncc(-c3ccc(F)cc3)cc2C1=O,5,-6,-16,.,8,-10,0,-1
O=[n+]1c2c(n([O-])c3ccccc31)CCC2,0,.,8,.,0,.,1,-3
C=CCn1c(C)cc(C2=NNC(=Nc3ccc(C)cc3)SC2)c1C,.,5,.,15,.,-27,-5,-7
Cn1cc([C@@H]2C[C@H]3CN(Cc4cccc(Cl)c4)C(=O)[C@]34CCCN24)c(-c2ccccc2)n1,6,-31,2,13,-7,8,-15,4
O=c1oc2ccccc2c(NC2CCCCC2)c1NS(=O)(=O)c1ccc(Br)cc1,-1,.,0,.,4,.,-2,5
CCCCN(C(=O)c1ccco1)C1CCS(=O)(=O)C1 (stereo not drawn),-3,11,-3,-6,3,-3,.,-2
C[C@@H]1CN([C@@H](C)CO)C(=O)c2cc(C3=CCCCC3)cnc2O[C@H]1CN(C)S(C)(=O)=O,.,2,.,.,24,-6,-6,.
CN1C(=O)CC(N2CCC(C(N)=O)(N3CCCCC3)CC2)C1=O (stereo not drawn),0,.,-1,.,-6,.,-3,-33
CCN(CC)C(=O)C1CCCN(Cc2nc(-c3cccs3)no2)C1 (stereo not drawn),.,-3,.,-27,12,8,9,-3
COc1ccc(NC(=O)N(C)C[C@H]2OCCCC[C@@H](C)Oc3ccc(NS(=O)(=O)c4ccccc4)cc3C(=O)N([C@@H](C)CO)C[C@@H]2C)cc1,1,-5,-1,-4,.,-10,-1,12
O=C(N=C1SCC(=O)N1c1ccccc1)c1ccco1,3,.,-4,.,8,.,4,-16
C[C@@H]1CCCCO[C@@H](CN(C)C(=O)Nc2ccc(F)cc2)[C@@H](C)CN([C@H](C)CO)C(=O)c2cc(NS(C)(=O)=O)ccc2O1,1,7,0,-8,.,2,2,-4
CC(=O)Nc1ccc(CNc2nc(NCCN(C)C)nc3cc(-c4ccccc4)sc23)cc1,1,32,-3,-17,-24,-6,-8,.
CCCC(=O)Nc1ccc2c(c1)C(=O)N(C)[C@H]1CC[C@H](CC(=O)NC3CCCC3)O[C@H]1CO2,3,4,0,-8,4,13,-8,8
O=C(CSc1nccc(=O)[nH]1)NC1CCCc2ccccc21 (stereo not drawn),.,1,.,-6,.,2,4,-6
Cc1[nH]c2ccccc2c1N=Nc1cc(C(=O)O)cc(C(=O)O)c1,4,-1,1,26,2,-10,-2,0
Cc1noc(C)c1S(=O)(=O)N1CCC(C(=O)NCCc2ccc(S(N)(=O)=O)cc2)CC1,1,.,-1,.,3,.,11,6
COc1cccc(C(=O)OCC(=O)c2c[nH]c3ccccc23)c1OC,-2,5,-5,-62,6,-19,-4,5
Cc1cc(=O)n2[nH]c(C(=O)O)nc2n1,-1,.,0,.,-1,.,-3,4
Nc1nnc(SCCN2C(=O)c3ccccc3S2(=O)=O)s1,0,.,1,.,-14,.,4,-7
CCc1c(O)nc(SCC(=O)Nc2cc(C)on2)n(-c2ccccc2)c1=O,0,2,3,-17,2,9,.,-1
